Screening data from PubChem.
HepG2 tox = kills HepG2 cells in TGF-b inhibitor counter-screen. 0.76% of 410,000 active. Potency, µM (series often up to 46.1 µM), inactives show at the top dose activity change, negative = cytotoxicity, hits mostly cytotoxic. HepG2 CAGA-GFP viability, ATP luminescence, 18 h; note: potency is the fitted concentration of half-maximal effect; some results filed as inactive show a strong effect at the top dose
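CellTiter-Glo luminescence gave cytotoxicity after 18 hours at 37 degrees C. The cells were HepG2 CAGA-GFP in 1% FBS DMEM, stimulated with 500 pg/mL TGF-beta after compound addition. %Activity was normalised to no-cell wells (complete cell-killing) and DMSO (no toxicity), and curves were fitted and classified.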
TGFb SMAD3 inh = inhibitors of TGF-b signaling; HepG2 CAGA-GFP TGF-b/SMAD3 reporter, GFP fluorescence, 18 h; TGF-beta stimulated, 500 pg/mL final; 1.2% of 410,000 active; Potency, µM (titrated, usually from 46.1 µM), inactives show at the top dose activity, negative = inhibition, hits mostly inhibitors; note: potency is the fitted concentration of half-maximal effect; % is set by controls: 0 for no effect and ±100 for the full control effect; nearly all actives have a fitted effect of over 65% in size
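Cell-based qHTS in HEPG2 carrying a CAGA-GFP Smad reporter; compounds added before 500 pg/mL final TGF-beta, 18 h incubation at 37 degrees C, GFP fluorescence quantified per cell by imaging cytometry.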
Abeta yeast res = compounds reversing amyloid beta toxicity in yeast; AID 1347071; Potency, µM (titrated, usually from 46.1 µM), for the others: top-dose growth rescue, usual class: activators; yeast expressing A-beta42, growth rescue, OD600, 48 h; response scale: 0% DMSO, 100% iron-clioquinol control; 0.063% of 410,000 active; note: potency is the fitted concentration of half-maximal effect; nearly all actives have a fitted effect of over 55% in size
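Yeast growth medium received pinned compounds, then yeast cells expressing toxic A-beta were added; plates incubated at 30 C for 48 hr. Growth read as absorbance at 600 nm, normalized to DMSO and equimolar FeCl3 plus clioquinol controls.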
Nrf2 ARE act = activates Nrf2 signaling. Potency, µM (doses to about 46.1 µM), for the others: at the top dose activation, actives largely listed as activators. 0.31% of 410,000 active. AREc32 ARE-luciferase reporter (MCF7-derived line), luminescence, 24 h; note: potency is the fitted concentration of half-maximal effect; % of control where 0% means no effect; nearly all actives have a fitted effect of over 65% in size
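Luciferase luminescence (Steady-Glo, 30 min at room temperature) served as the read-out of ARE activation in AREc32 cells treated with compounds for 24 hr at 37 deg C.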
Mm-Cpn inhibitor = blocks the Methanococcus maripaludis chaperonin Mm-Cpn. purified Mm-Cpn ATPase, ADP Transcreener TR-FRET. AID 504842. Potency, µM (series often up to 76.9 µM), for the others: at the highest dose activity, negative = inhibition, actives largely listed as inhibitors. 0.031% of 330,000 active; note: potency is the fitted concentration of half-maximal effect; % is set by controls: 0 for no effect and ±100 for the full control effect; nearly all actives have a fitted effect of over 80% in size
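TR-FRET (320 nm excitation; 590 and 665 nm emission) reports ADP made from 10 uM ATP by 25 nM enzyme; compounds were preincubated 10 min, reaction run 30 min, both at 37°C.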
Nrf2 block = Nrf2 pathway inhibition. 2.1% of 360,000 active. Potency, µM (series often up to 46 µM), inactives show at the highest dose activity change, negative = inhibition, hits mostly inhibitors. AID 504444. A549 ARE-Fluc reporter, luciferase luminescence, 18-24 h; note: potency is the fitted concentration of half-maximal effect; % is set by controls: 0 for no effect and ±100 for the full control effect; nearly all actives have a fitted effect of over 60% in size
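Concentration-response testing used A549 ARE_Fluc cells at 5000 cells/well. Following an 18-24 h compound incubation, viability was read by fluorescence (Ex 405/Em 525) and luciferase output by luminescence.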
CCT modulator = changes cytosolic chaperonin activity. 0.3% of 360,000 active. activity change, % (no concentration beside the values), hits read low. purified chaperonin ATPase assay, HTRF ADP detection, 30 min. AID 651819; in the data active = activity change below about -30%; note: % is set by controls: 0 for no effect and ±100 for the full control effect
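ATPase activity: ADP formed was measured by HTRF Transcreener (665/615 nm ratio) after 30 min at 37 deg C with 10 uM ATP. Compounds screened at one 76 uM concentration against 40 or 20 nM TRiC in Tris pH 7.4/KCl/MgCl2/DTT buffer.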
A549 tox = kills or reduces viability of A549 cells in Nrf2 counter-screen; A549 ARE-Fluc cells, CellTiter-Fluor viability, 18-24 h; Potency, µM (highest dose often 46 µM), without a hit: top-dose activity change, negative = cytotoxicity, hits mostly inhibitors; 0.16% of 390,000 active; note: potency is the fitted concentration of half-maximal effect; % is set by controls: 0 for no effect and ±100 for the full control effect
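A549 ARE-Fluc cells in 5% FBS OPTI-MEM, 5000 cells/well, rested 2 h then exposed to compounds in concentration-response for 18-24 h at 37 °C. Viability by CellTiter-Fluor fluorescence (Ex 405/Em 525) after 30 min; luciferase luminescence (BugLite, 15 min, RT) read afterwards.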
Akt phos inh = Akt phosphorylation inhibition; 0.32% of 360,000 active; activity change, % for hits at 50 µM; AID 651550; Neuro2A IGF-stimulated pAkt S473 HTRF, 20 min; active compounds read low; in the data active = activity change below about -80%; inconclusive = mostly about -51% to -80%; note: % is set by controls: 0 for no effect and ±100 for the full control effect
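Single-point screen (50 µM final compound) in Neuro2A cells stimulated 20 min with 6 nM IGF at 37 deg C. After lysis, Ser473-phosphorylated Akt read by HTRF (ex 330 nm, em 615/665 nm) as the 665/615 ratio.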
Numbers without * were called inactive; i = inactive; ? = inconclusive; . = not tested or not shown. Unless noted, calls come from the whole dose curve; as a rule, active = well fitted curve in the direction sought with a large enough effect; inconclusive = small, poorly fitted or top-dose-only effect, or another doubt; inactive = no such curve, though single readings can be large; an effect the other way counts as inactive or inconclusive.

Values run as follows: HepG2 tox	TGFb SMAD3 inh	Abeta yeast res	Nrf2 ARE act	Mm-Cpn inhibitor	Nrf2 block	CCT modulator	A549 tox	Akt phos inh
[1] Cc1ccc(C)c(CSc2nnc(-c3cccs3)n2Cc2ccco2)c1
→ -11%	-14%	-1%	6.1%	-1%	?	-2.3	?	i
[2] CCOc1ccc(CCNC(=O)c2cnc3sc(N4CCC(C)CC4)nn3c2=O)cc1
→ -11%	?	-20%	-1.0%	.	?	.	10%	.
[3] CN1C(=O)c2ccccc2Sc2ccc(NC(=O)N3CCCC3)cc21
→ -19%	3%	0%	0.3%	0%	-18%	-1.7	3%	i
[4] COc1cc(C(=O)Nc2ccc(O)cc2)ccc1OC(C)=O
→ -14%	-1%	2%	0.7%	-6%	19%	-1.4	-3%	i
[5] O=C(CN1C(=O)NC2(CCc3ccccc32)C1=O)Nc1ccccc1OC(F)F (stereo not drawn)
→ -2%	2%	14%	0.0%	2%	17%	0.6	2%	i
[6] Cc1cc(N2CCN(c3cccc(C)c3C)CC2)n2nc(C)c(-c3ccc(Cl)cc3)c2n1
→ 10%	14%	8%	-1.0%	.	3%	.	5%	.
[7] O=C(Nc1cccnc1)C1CCCN(c2ncnc3c2nc2n3CCCCC2)C1 (stereo not drawn)
→ -6%	12%	-1%	0.1%	2%	-5%	-2.4	-7%	i
[8] O=C(NS(=O)(=O)c1ccc2c(c1)OCCO2)c1ccccc1
→ 7%	31%	9%	-0.1%	5%	12%	-0.3	-1%	i
[9] OCCC1CN(Cc2cnc(-c3ccccc3)s2)CCN1CCc1ccccc1 (stereo not drawn)
→ -55%	?	-8%	0.4%	1%	?	-2.5	-10%	i
[10] Cc1cccc(NC(=O)CN2CCC(NC(=O)C3CCCCC3)CC2)c1C
→ 5%	-1%	-11%	25%	-1%	-6%	-1.5	-1%	i
[11] CCOC(=O)c1c(C)c(-c2ccccc2)n(CC(=O)NCc2ccccc2)c1C
→ -2%	-4%	0%	-0.8%	.	-18%	.	0%	.
[12] COc1ccc2nc(NC(=O)CSC(C)C(=O)Nc3cc(C)on3)sc2c1 (stereo not drawn)
→ -8%	1%	10%	-0.6%	1%	26%	0.4	1%	i
[13] CNC(=O)CN(Cc1ccccc1)S(=O)(=O)c1ccc(Cl)cc1
→ -26%	-2%	1%	0.3%	-4%	1%	-2.0	7%	i
[14] CCOC(=O)C1CCN(c2c(Nc3ccc4c(c3)OCCO4)c(=O)c2=O)CC1
→ -15%	-14%	-12%	3.4%	1%	8%	-6.8	4%	i
[15] Cc1cccc(/C=C(\c2nc3ccccc3[nH]2)S(=O)(=O)c2ccccc2)c1
→ -92%	10µM*	10%	?	-4%	23µM*	1.3	?	i
[16] CCOc1ccc(N=C2SCC(=O)N2CC)cc1
→ -7%	1%	24%	-0.2%	-2%	3%	-1.5	5%	i
[17] O=C(NCc1ccc(-c2csnn2)cc1)c1cccs1
→ 3%	4%	0%	14%	0%	-2%	2.7	-2%	i
[18] COc1ccc(N2CCN(C3CCCN(Cc4ccccc4OCCO)C3)CC2)cc1 (stereo not drawn)
→ 10%	23%	-2%	4.6%	-3%	21%	-0.9	15%	i
[19] COc1ccc(/C(N)=N/OC(=O)Cc2ccc(C)cc2)cc1
→ 1%	-12%	-3%	2.3%	-1%	?	-1.4	2%	i
[20] Cc1cc(C)nc(SCC(=O)Nc2ccc(S(=O)(=O)Nc3ncccn3)cc2)n1
→ 4%	4%	9%	0.1%	-2%	7%	-0.3	-7%	i
[21] COc1ccc(NC(=O)C(C)n2nc(-c3cc(C)ccc3C)c3c(c2=O)CCCC3)cc1 (stereo not drawn)
→ -38%	?	-5%	0.9%	.	?	.	-22%	.
[22] O=C(CCSCCC(=O)NCC1CCCO1)NCC1CCCO1 (stereo not drawn)
→ -10%	1%	3%	0.3%	-3%	5%	-4.0	1%	i
[23] O=C(CSc1nc(Nc2ccccc2)nc(N2CCOCC2)n1)Nc1ccccc1Cl
→ -33%	25%	8%	6.1%	0%	-96%	-1.1	-11%	i
[24] CCOc1ccccc1NS(=O)(=O)c1cc2[nH]c(=O)c(=O)[nH]c2cc1C
→ -14%	0%	-10%	-0.2%	.	9%	.	12%	.
[25] COc1cc(/C=N/NC(=O)COc2ccccc2[N+](=O)[O-])ccc1OC(=O)c1ccco1
→ -2%	2%	-20%	6.5%	0%	17%	0.3	4%	i
[26] Cc1ccccc1OCC(=O)Nc1ccc(C(=O)OCc2cc(=O)n3c(C)csc3n2)cc1
→ -7%	1%	-20%	-0.1%	.	.	.	0%	.
[27] CCOc1ncnc2c1[nH]c1ccccc12
→ -2%	-10%	-25%	5.4%	-1%	?	0.8	-10%	i
[28] CCN(CC)C(=O)[C@H]1CC(CC(=O)NC/C=C(\C)CCC=C(C)C)C(=O)N2CCc3c([nH]c4ccc(OC)cc34)[C@]12C (stereo partly drawn)
→ -95%	11µM*	15%	-2.4%	0%	?	-1.6	?	i
[29] CCOC(=O)Cn1c(=O)n(C2CCCCC2)c2nc(-c3ccc(OC)cc3)nc(C(N)=O)c21
→ -6%	0%	-15%	-1.2%	.	.	.	-4%	.
[30] COc1ccccc1-c1ccc2c(c1)C(C)(Cc1ccccc1C#N)C(=O)N2 (stereo not drawn)
→ 1%	?	4%	-0.7%	.	.	-0.3	.	i
[31] CN=C1SC(CC(=O)Nc2ccc(C(=O)O)cc2)C(=O)N1C (stereo not drawn)
→ 3%	4%	-22%	0.0%	2%	13%	-0.7	11%	i
[32] CCOC(=O)C1C2C=CC3(CN(c4cccc(Cl)c4)C(=O)C13)O2 (stereo not drawn)
→ 8%	7%	-3%	-0.6%	1%	6%	0.3	2%	i
[33] Cc1cc(=O)oc2ccc(OCC(=O)N(Cc3ccc(F)cc3)Cc3ccco3)cc12
→ -24%	-8%	-14%	4.2%	-3%	?	-0.3	-14%	i
[34] Cc1cccc(NC(=O)c2ccccc2NC(=O)C2CCCCC2)c1C
→ -2%	0%	-14%	-0.3%	-4%	8%	-0.4	-2%	i
[35] CC(/C=N/NC(=O)c1cccnc1)=C\c1ccccc1
→ 6%	1%	2%	2.8%	?	?	0.5	5%	i
[36] COc1ccc(C=O)cc1OS(=O)(=O)c1ccccc1[N+](=O)[O-]
→ -14%	-2%	12%	?	-1%	-2%	-3.0	0%	i
[37] O=S(=O)(c1ccc(-c2nnco2)cc1)N1CCCCC1
→ -1%	-11%	6%	0.8%	-3%	19%	-0.7	-1%	i
[38] Cc1ccc(NC(=O)c2ccc(S(=O)(=O)C(F)F)cc2)c(C)c1
→ -33%	-6%	10%	-0.2%	-1%	?	-7.8	2%	i
[39] C=C1[C@@H](O)[C@H](CC(C)C)N(Cc2ccccc2Br)S1(=O)=O
→ 10µM*	8.9µM*	-10%	?	.	?	-0.8	-20%	i
[40] COc1cccc(Oc2ccc(C(F)(F)F)cc2NC(=O)CCc2nc3ccccc3c(=O)[nH]2)c1
→ 15%	?	3%	4.2%	-10%	-9%	-0.9	?	i

Shown as a hit in TGFb SMAD3 inh, of those listed so far:
entry	Structure	TGFb SMAD3 inh	Nrf2 ARE act	Mm-Cpn inhibitor	CCT modulator	Akt phos inh
15	Cc1cccc(/C=C(\c2nc3ccccc3[nH]2)S(=O)(=O)c2ccccc2)c1	10µM*	?	-4%	1.3	i
28	CCN(CC)C(=O)[C@H]1CC(CC(=O)NC/C=C(\C)CCC=C(C)C)C(=O)N2CCc3c([nH]c4ccc(OC)cc34)[C@]12C (stereo partly drawn)	11µM*	-2.4%	0%	-1.6	i
39	C=C1[C@@H](O)[C@H](CC(C)C)N(Cc2ccccc2Br)S1(=O)=O	8.9µM*	?	.	-0.8	i

Next part
Values run as follows: HepG2 tox	TGFb SMAD3 inh	Abeta yeast res	Nrf2 ARE act	Mm-Cpn inhibitor	Nrf2 block	CCT modulator	A549 tox	Akt phos inh
[41] COc1ccc(N(C(=O)c2ccco2)C(C(=O)NC2CCCC2)c2cccs2)cc1OC (stereo not drawn)
→ -6%	-9%	9%	0.0%	1%	15%	2.1	9%	i
[42] COc1nc2ccccc2nc1N1CCN(c2ccc(F)cc2)CC1
→ -18%	-4%	-3%	5.0%	-2%	-7%	-2.0	6%	i
[43] O=[N+]([O-])c1ccc(COc2ccc(CNc3ccccc3)cc2)cc1
→ -6%	?	6%	0.5%	-2%	9%	-0.9	2%	i
[44] CCOCCCn1c(SCC(=O)Nc2ccc(C)cc2)nc2ccccc2c1=O
→ -22%	-23%	-9%	3.1%	.	.	.	-8%	.
[45] O=C(COc1ncnc2c(Cl)cc(Cl)cc12)N1CCN(S(=O)(=O)c2ccccc2)CC1
→ 9%	-19%	0%	0.4%	3%	14%	2.2	-1%	i
[46] CCN(CC)C(=O)C1=C(C)N(Cc2ccc(C(C)(C)C)cc2)C(=O)C(CC(=O)NCCN2CCOCC2)C1 (stereo not drawn)
→ -32%	-22%	4%	2.9%	.	.	-0.3	.	i
[47] Cc1ccc(-c2csc(N3CCN(CCCn4c(C(F)(F)F)nc5ccccc54)CC3)n2)cc1
→ -24%	?	4%	6.5%	-2%	0%	-0.3	3%	i
[48] CCN(CC)CCCNC(=O)c1cnc(SC)nc1-c1ccccc1
→ -18%	1%	0%	-0.2%	.	5%	.	-1%	.
